# Screening data deposited in PubChem BioAssay by several laboratories.
# FLuc inhib CS = inhibits firefly luciferase, flagging false hits in luciferase inhibition screens; inhibition, % at 10 µM; hit rate 1.5% among 200,000; ATPLite firefly luciferase biochemical luminescence, 10 min; P08659;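 active means inhibition above about 50% when tested at 10 µM, limit read from the data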
# Target sequence (P08659 whole entry, looked up): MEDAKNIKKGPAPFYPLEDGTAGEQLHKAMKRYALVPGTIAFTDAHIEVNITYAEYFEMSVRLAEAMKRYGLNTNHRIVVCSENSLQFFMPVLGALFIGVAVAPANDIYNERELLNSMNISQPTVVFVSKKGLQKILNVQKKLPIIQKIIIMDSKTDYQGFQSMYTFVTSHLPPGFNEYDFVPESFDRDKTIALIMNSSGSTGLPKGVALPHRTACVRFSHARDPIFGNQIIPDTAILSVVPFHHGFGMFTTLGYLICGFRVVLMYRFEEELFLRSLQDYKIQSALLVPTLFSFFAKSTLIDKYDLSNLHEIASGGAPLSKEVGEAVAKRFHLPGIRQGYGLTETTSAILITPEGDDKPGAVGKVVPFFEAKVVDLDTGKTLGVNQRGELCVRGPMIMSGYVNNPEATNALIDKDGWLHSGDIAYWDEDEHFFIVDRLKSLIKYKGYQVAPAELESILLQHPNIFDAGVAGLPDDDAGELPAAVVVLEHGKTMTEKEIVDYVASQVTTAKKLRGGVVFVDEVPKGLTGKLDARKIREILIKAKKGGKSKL
# APP 5'UTR act = activates APP 5'UTR luciferase reporter; SH-SY5Y APP 5'UTR luciferase reporter, luminescence; zero percent = DMSO vehicle wells; activation, % at 2 µM; hit rate 1% among 190,000; AID 1276;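 active means activation above a set limit, based on mean plus 3 SD of controls, cut at about 140% in these data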; further: values of inactives mirror those of a sister screen read the other way
# bIAP act = intestinal alkaline phosphatase (bovine) activation. purified bovine IAP, CDP-star luminescence, 30 min; active compounds read high; fold of DMSO-control signal, blank-subtracted. activation factor at 20 µM. hit rate 0.17% among 200,000;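 active means activation factor of 2 or more at 20 µM, a signal rise over negative controls twice the positive control's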
# NF-kB expr up = raises NF-kB expression in human neuronal cells. NF-kB reporter expression; active compounds read high. fold change at 12.5 µM. hit rate 1.6% among 190,000. AID 1239; in the data active means fold change above about 3.3
# TNAP inh hi DEA = inhibitors of human TNAP at high phosphate acceptor concentration; P05186; purified TNAP, CDP-star luminescence, 1 M DEA; inhibition, % at 20 µM; hit rate 0.03% among 200,000; AID 1135;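 active means over 50% inhibition of tissue-nonspecific alkaline phosphatase at 20 µM in the single-dose screen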;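 further: plate controls were DMSO wells for no effect and EDTA-quenched wells as full inhibition for full effect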
# PMI act satM6P = PMI (human) activation, high substrate | P34949 | coupled PMI enzyme assay, resazurin fluorescence, 20 min; active compounds read high; 1 = untreated enzyme, 0 = substrate-free blank | activation factor at 20 µM | hit rate 0.34% among 190,000 | AID 1216;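 active means activation factor of 2 or more at 20 µM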
#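 Test system – human PMI in coupled enzyme assay · Timing – 20 min incubation at room temperature · Detection – Diaphorase-driven resazurin-to-resorufin fluorescence, excitation 544, emission 590 nm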
# FLuc act counter = affects firefly luciferase, flagging false hits in luciferase stimulation screens | activation factor at 10 µM | P08659 | ATPlite luciferase biochemical, luminescence, 10 min; 0 = ATP-free wells, 1 = DMSO control | 200,000 tested, under 10 active | AID 1027;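 active means luciferase activation factor, scaled between plate controls, of at least 2 with compound at 10 µM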
#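 Assay system – cell-free luciferase reagent · Medium – PBS-based ATP solution · Dosing – test compounds dosed from 2 mM stocks in 100% DMSO · Timing – 10 min, room temperature · Technique – light output (luminescence) · Measure – luminescence gain marking luciferase activators · Controls – No-ATP low control, compound-free enzyme-plus-ATP high control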
# TNAP inh no acc = TNAP (human) inhibition, acceptor-free conditions; P05186; purified TNAP, CDP-star luminescence, 30 min; inhibition, % at 20 µM; hit rate 0.26% among 200,000;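 active means tissue-nonspecific alkaline phosphatase inhibition above about 50% at 20 µM in the single-dose screen, limit read from the data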;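 further: 0% = DMSO negative control and 100% = EDTA positive control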
# TNAP act hi DEA = increases human TNAP activity under high phosphate acceptor concentration; P05186; purified TNAP, CDP-star luminescence, 1 M DEA, 30 min; active compounds read high; 0 = EDTA background, 1 = DMSO-only activity; activation factor at 20 µM; 200,000 tested, under 10 active; AID 1136;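 active means activation factor at least 2 at 20 µM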
#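 Test system – human TNAP · Doses – 20 µM single point · Incubation – 30 min, room temperature · Signal – luminescent substrate turnover signal · Read-out basis – activation factor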
# PMI activator = phosphomannose isomerase (human) activation; hit rate 0.005% among 190,000; purified human PMI, coupled resazurin fluorescence, 20 min; active compounds read high; 1 = vehicle control, 0 substrate-free wells; P34949; activation factor at 20 µM;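 active means activation factor of 2 or more at 20 µM, relative to plate controls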
# The depositor's hits bear a star; x = no result given.
# Values run as follows: FLuc inhib CS	APP 5'UTR act	bIAP act	NF-kB expr up	TNAP inh hi DEA	PMI act satM6P	FLuc act counter	TNAP inh no acc	TNAP act hi DEA	PMI activator
Cc1cccc(C)c1NC(=O)C1(NC(=O)C2CCCN2C(=O)OC(C)(C)C)CCCCC1 (stereo not given)
  5	10	1.1	0.98	0	1.1	1	-6	1	1.1
CN1C(=O)CC(C(=O)O)SC1=Nc1ccc(F)cc1 (stereo not given)
  -5	2	0.9	1	0	1	1	-6	1	1
O=C(CCc1nnc(COc2ccccc2)o1)NCc1ccccc1C(F)(F)F
  -8	7	1.1	1.3	-4	1	1.1	-5	1	0.9
Cn1c(CCNC(=O)OC(C)(C)C)n[nH]c1=S
  -11	-2	1	1.4	-7	1.1	1.1	8	1.1	1.1
CN(CC(=O)Nc1ccccc1F)CC(=O)Nc1ccccc1Br
  -2	1	1.4	1.6	3	1	1	-18	1	1
Cc1ccc(NC(=O)CSc2nnc(-c3cccs3)o2)cc1S(=O)(=O)N(C)C
  -2	52	1.3	x	-5	1	1	-21	1.1	1
On1c2c(c3c4nonc4ccc31)CCCC2
  2	-10	1	1	8	0.4	1	4	0.9	0.5
O=C(NCc1cccnc1)C(=O)NCC1OCCCN1S(=O)(=O)c1ccccc1 (stereo not given)
  -4	-5	1	1.3	-3	1.1	1	-23	1	0.9
CNc1nc(OCC(F)(F)F)nc(N2CCOCC2)n1
  -1	26	0.9	0.89	2	1	1	-7	1	1
CC(NC(=O)c1ccc(Br)cc1Br)c1ccccc1 (stereo not given)
  3	2	1	1.1	-4	1	1	-7	1	1
CN(C)c1nc(N2CCOCC2)nc(N(c2ccccc2)c2ccccc2)n1
  -7	1	1	1.2	-4	1	1.1	9	1	1
O=C(N1CCOCC1)C12CC3CC(C1)CC(C(=O)N1CCOCC1)(C3)C2
  1	-12	1	0.83	3	0.9	1	0	1	0.9
Cc1ccccc1OCC(O)CN1CCN(CC(O)COc2ccccc2C)CC1 (stereo not given)
  3	38	1.1	0.83	1	0.9	1	-2	1	0.9
CS(=O)(=O)NC1c2cccc3cccc(c23)C1Sc1nncn1/N=C/c1ccco1 (stereo not given)
  -3	4	1	1	-1	0.9	1	-8	1	1
Cc1cc(/C=C(\C#N)C(=O)NCCc2c[nH]c3ccccc23)c(C)n1C
  -5	-1	0.7	0.9	-3	0.9	1	-6	1	1
CCOC(=O)N1CCC(NC(=O)c2ccc(CS(=O)(=O)c3ccc(OC)cc3)o2)CC1
  -10	-9	1	0.91	-8	1	1.1	-6	1.1	1
CC1(C)NC(C)(C)C(O)(C(N)=O)C1=O (stereo not given)
  -6	1	1	1.1	-3	1.1	1.1	-11	1	1.1
O=C(COC(=O)CCc1ccc(S(=O)(=O)N2CCCCC2)cc1)Nc1ccc2c(c1)OCO2
  -7	17	0.9	1.1	-6	0.9	1.1	-12	1.1	1
O=C(CN1CCOCC1)Nc1nc2cc([N+](=O)[O-])ccc2s1
  -9	-15	0.9	1.4	-1	1	1.1	-2	1	1
COc1ccc(C(=O)N(CN2CCCC2=O)c2nccs2)cc1OC
  -4	-17	1	1.2	-5	1	1	2	1	1.1

# Taken from above for reference:
# Values run as follows: FLuc inhib CS	APP 5'UTR act	bIAP act	NF-kB expr up	TNAP inh hi DEA	PMI act satM6P	FLuc act counter	TNAP inh no acc	TNAP act hi DEA	PMI activator
O=C(NCc1cccnc1)C(=O)NCC1OCCCN1S(=O)(=O)c1ccccc1 (stereo not given)
  -4	-5	1	1.3	-3	1.1	1	-23	1	0.9
CNc1nc(OCC(F)(F)F)nc(N2CCOCC2)n1
  -1	26	0.9	0.89	2	1	1	-7	1	1
CC(NC(=O)c1ccc(Br)cc1Br)c1ccccc1 (stereo not given)
  3	2	1	1.1	-4	1	1	-7	1	1
CN(C)c1nc(N2CCOCC2)nc(N(c2ccccc2)c2ccccc2)n1
  -7	1	1	1.2	-4	1	1.1	9	1	1

# Record cards (already shown). Order of values: FLuc inhib CS | APP 5'UTR act | bIAP act | NF-kB expr up | TNAP inh hi DEA | PMI act satM6P | FLuc act counter | TNAP inh no acc | TNAP act hi DEA | PMI activator
# `CNc1nc(OCC(F)(F)F)nc(N2CCOCC2)n1` across the screens: -1 | 26 | 0.9 | 0.89 | 2 | 1 | 1 | -7 | 1 | 1
# `Cc1ccc(NC(=O)CSc2nnc(-c3cccs3)o2)cc1S(=O)(=O)N(C)C` across the screens: -2 | 52 | 1.3 | x | -5 | 1 | 1 | -21 | 1.1 | 1
# `CCOC(=O)N1CCC(NC(=O)c2ccc(CS(=O)(=O)c3ccc(OC)cc3)o2)CC1` across the screens: -10 | -9 | 1 | 0.91 | -8 | 1 | 1.1 | -6 | 1.1 | 1
# `COc1ccc(C(=O)N(CN2CCCC2=O)c2nccs2)cc1OC` across the screens: -4 | -17 | 1 | 1.2 | -5 | 1 | 1 | 2 | 1 | 1.1
# `CS(=O)(=O)NC1c2cccc3cccc(c23)C1Sc1nncn1/N=C/c1ccco1` (stereo not given) across the screens: -3 | 4 | 1 | 1 | -1 | 0.9 | 1 | -8 | 1 | 1

# Next section:
# Values run as follows: FLuc inhib CS	APP 5'UTR act	bIAP act	NF-kB expr up	TNAP inh hi DEA	PMI act satM6P	FLuc act counter	TNAP inh no acc	TNAP act hi DEA	PMI activator
O=C(NC1CC1)C1CCN(c2ncnc3c2sc2cccc(F)c23)CC1
  1	1	1.1	0.95	-2	0.9	1	-10	1	0.9
CCCCN(CC)C(=O)Cc1cn(C)c2ccccc12
  -8	-1	1	1	-5	1.1	1.1	-1	1	1.1
CC1(C)CC(=O)C2=C(C1)OC(N)=C(C#N)C2c1cn(-c2ccccc2)nc1-c1ccccc1 (stereo not given)
  -9	3	0.9	1.5	-1	0.9	1.1	-12	1	0.8
COc1cc(OC)cc(C(=O)N2CCCc3ccccc32)c1
  0	30	0.9	0.5	0	0.9	1	-6	1	0.9
CC(C)CCNC(=O)C1(c2cccs2)CCOCC1
  -6	16	1	1.2	-6	1.1	1.1	-14	1.1	1.1
CCCCCCCCCCOC(=O)C[N+](C)(C)C/C=C(/C)Cl
  -5	7	0.9	1.1	-4	0.8	1.1	-6	1	0.9
Cn1cccc1-c1nc2ccc(NC(=O)c3ccccc3)cc2[nH]1
  8	24	0.8	1.1	0	1	0.9	-9	1	1
c1cc2c(cc1Oc1nc(N3CCOCC3)nc(N3CCOCC3)n1)OCO2
  4	0	1	1	1	1	1	-4	1	1
COc1cccc(S(=O)(=O)NCc2ccc(C(=O)Nc3ccc(Cl)cc3)cc2)c1
  -4	14	1	0.98	1	0.9	1	-4	1	0.9
COc1cc(-c2nc(S(=O)(=O)c3ccc(Cl)cc3)c(N3CCOCC3)o2)cc(OC)c1OC
  -7	23	1	0.94	-6	0.9	1.1	0	1.1	0.8
Cc1cccc(N2CCN(C(=O)c3ccc4c(c3)OCCO4)CC2C)c1 (stereo not given)
  15	3	1	1.3	-2	0.8	0.9	-3	1	0.9
FC(F)(F)C12CC(c3ccccc3)=NCCN1CCN2 (stereo not given)
  -5	-1	1.4	1.1	-3	1	1	2	1	1
CCN(CC)c1ccc2cc(C(=O)Nc3ccc(-n4cnnn4)c(OC)c3)c(=O)oc2c1
  -6	x	1.3	x	-9	1	1.1	-30	1.1	1
COc1cccc2c(=O)n(CC(=O)N3CCC(C)CC3)ccc12
  -3	5	0.9	0.99	-4	0.9	1	-7	1	0.9
COc1ccc(/C=N\NC(=O)CCN2CCN(c3ccccc3)CC2)cc1OC
  -5	8	0.9	1.1	-3	1	1.1	-15	1	1
Cc1cc(C)n(-c2nc3ccccc3nc2N2CCN(C(=O)c3ccccc3)CC2)n1
  -9	-6	1	0.89	-4	1	1.1	0	1	1
CC(=O)Nc1ccc(S(=O)(=O)NC(CC(=O)NC2CCCCC2C)C(C)C)cc1 (stereo not given)
  -4	-10	1	1.2	-2	0.9	1	-12	1	0.9
COc1cc(NC(=O)c2ccco2)ccc1NC(=O)C(C)C
  0	-8	0.9	1.1	3	1.1	1	-11	1	1.1
CCc1nc2ccc(C(=O)Nc3nnc(C)s3)cc2nc1CC
  20	2	0.9	1.2	0	1	0.8	-3	1	1.1
COc1cc(C(=O)Oc2cc(C)cc(C)c2)cc(OC)c1OC
  -7	2	0.9	1.1	-2	0.9	1.1	-4	1	0.9
